# Screening data from PubChem.
# Pf Dd2 inh – qHTS Primary assay for Inhibitors of Plasmodium falciparum Dd2 growth in vitro | P. falciparum Dd2 growth, SYBR Green, 72 h | Potency, µM (doses to about 28.9 µM), for inactives: at the top dose activity, negative = inhibition, hits mostly inhibitors | 4.3% of 120,000 active | AID 1347417, 2020; active = well fitted inhibition curve with a large enough effect; inconclusive = small, poorly fitted or top-dose-only effect; inactive = no such curve, though single readings can be large or run the other way;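 also: plate controls were DMSO vehicle for no effect and reference drug for full effect; nearly all actives have a fitted effect of over 65% in size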
#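 Readout: SYBR Green fluorescence, 485 nm excitation, 535 nm emission, after ~16 h lysis at 37C. Before that, Dd2-infected red cells (2.5% hematocrit) grew 72 h with compound, 29 uM top final concentration.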
# The depositor's hits bear a star; i = inactive; ? = inconclusive; [ ] = remark or other dose. Potency is read from the fitted curve at half-maximal effect. Some of the compounds tested (hit frequency here may not be typical).
cpd	canonical_smiles	Pf Dd2 inh
1	COc1cccc(CN2CCNc3cc(Nc4cccnc4)ncc3C2)c1	?
2	O=C(COC(=O)c1cc(-c2cccs2)nc2ccccc12)c1ccc(Br)cc1	i
3	Cc1c(NC(=O)Cc2ccc(F)cc2)cccc1-c1nc2cccnc2s1	i
4	Cc1cccnc1C(=O)N1C[C@@H](CO)[C@H](c2ccccn2)C1	6%
5	O=C(NCCN1CCCC1)c1nnn2cc(-c3ccccc3)[nH]c(=O)c12	i
6	COCC1CN(C(=O)N(C)C)CC12CCNCC2 (stereo not given)	22%
7	CN1C(=O)CCCCC1C(=O)NCCc1c[nH]c2ccccc12 (stereo not given)	?
8	O=C(c1cnco1)N(CC1CCN(Cc2ccccc2F)CC1)CC1CCCO1 (stereo not given)	-14%
9	COc1ccc(-c2cc(C(=O)NCc3ccc(F)cc3)c3c(-c4ccc(F)cc4)[nH]nc3n2)cc1OC	?
10	Cc1ccccc1N1Cc2c(NCCOc3ccccc3)ncnc2N(C)CC1=O	i
11	CN(Cc1ccc(-c2ccccc2)cc1)C(=O)C1CC1	?
12	Cc1cc(C(=O)N[C@H]2[C@H](O)[C@H](O)C[C@@H]2c2ccc(N3CCOCC3)nc2)n(C)n1	9%[44.1 µM]
13	CC(C)N(Cc1nccn1C)C(=O)c1cc(Cn2cnc3ccccc32)[nH]n1	-16%
14	COc1ccc(-c2nc3ccccc3s2)cc1NC(=O)c1ccccc1OC	?
15	COCC1CN(C)CC12CCN(C(=O)c1cnco1)CC2 (stereo not given)	-11%
16	Cc1cc(SCC(=O)NCc2ccccc2Cl)nc(=O)[nH]1	7%
17	CN(CCc1ccccn1)c1ncccc1CNC(=O)c1cc(C2CC2)no1	?
18	CCOC(=O)c1ccc(NC(=O)CCc2c(C)nc3nc[nH]n3c2=O)cc1	-14%
19	CC(C)(C)C1CCC2(CC1)NC(=O)N(CC(=O)Nc1cccc(C#N)c1)C2=O (stereo not given)	i
20	CC(C)(C)c1nnc2n1C(C(=O)NCc1ccc(F)cc1)CC2 (stereo not given)	20%
21	Cn1nc(C(=O)Nc2ccc3c(c2)C(=O)N2CCC[C@H]2C(=O)N3)c2ccccc21	-16%
22	CC(C)(C)CN1CCCC12Cc1ccccc1CNC2=O (stereo not given)	?
23	FC(F)(F)c1ccc(CN2CCNc3cc(Nc4ccccc4)ncc3C2)cc1	?
24	Cc1cc(Br)cc(C)c1NC(=O)c1sc2ncn(Cc3cccc(F)c3)c(=O)c2c1C	?
25	COc1cccc(CNC(=O)c2cccc(NC(=O)c3nsc4ccccc34)c2)c1	-18%
26	Cc1nc(SCCOc2ccc(Cl)cc2)[nH]c(=O)c1Cc1ccccc1	40%[activator]
27	CC1(C(=O)N2CCCC2C(=O)Nc2cccc(-n3cccn3)c2)CC1 (stereo not given)	-10%
28	COc1ccc(NC(=O)CN2C(=O)COc3ccc(S(=O)(=O)N4CCCCC4)cc32)cc1Cl	?
29	CCC1=NS(=O)(=O)c2cc(NC(C)=O)ccc2N1CC(C)C	-4%
30	OC1(CNCc2nc(-c3ccncc3)n[nH]2)CNCCOC1 (stereo not given)	5%
31	O=C(c1ccsc1)N1CCc2c(nc3cc(-c4ccccc4Cl)[nH]n3c2=O)C1	?
32	CCc1c(C)sc2c1CCN(C(=O)Nc1cc(C)cc(C)c1)C2c1ccccc1 (stereo not given)	?
33	COc1cccc(NC(=O)CN2C(=O)NC3(CCCCC3)C2=O)c1	i
34	Cn1c(CCNC(=O)C2CCN(c3cn[nH]c(=O)c3)C2)nc2ccccc21 (stereo not given)	i
35	CCOCCOC1CCN(C(=O)c2cc3ccccc3[nH]2)CC1	-6%
36	COc1ccc(-c2ccnc3nc(-c4cccs4)nn23)cc1	?
37	COc1ccc2c(c1)-c1nc(NC(=O)c3ccc(OC)c(Br)c3)sc1CC2	?
38	CCn1c(=O)c2cc(C(=O)NCCCN(C)Cc3ccccc3)sc2c2ccccc21	?
39	COc1ccc([C@H]2C[C@@H](O)[C@@H](O)[C@@H]2NC(=O)c2cccc(OC)c2)cc1	0%[44.1 µM]
40	CCn1ncc(CN(C)C(=O)CC2C(=O)NCCN2C(C)C)c1C (stereo not given)	-22%
41	O=C(O)CC[C@@H]1CN(C(=O)c2ccc(CO)o2)CC[C@@H]1N1CCOCC1	25%
42	COc1ccc(CN2C=C(C(=O)OCc3cc(=O)n4ccccc4n3)C(C)=NS2(=O)=O)cc1	i
43	CCN(CC)C(=O)N1CCCC(c2nc(CCOCC3CCOCC3)no2)C1 (stereo not given)	-2%
44	CCOc1ccc(Sc2cc(C(=O)NCc3ccc(F)cc3)c3ccccc3n2)cc1	?
45	Cc1ccc(C2=NC3(CCN(C(=O)c4sccc4C)CC3)ON2)cc1	-1%
46	O=C(Cn1ccn2nc3c(c2c1=O)CCCC3)NCc1ccccc1	16%
47	O=C1N[C@@H]2CCN(S(=O)(=O)c3cccs3)[C@@H]2C(=O)N1Cc1ccccc1	0%[44.1 µM]
48	Cc1ccc(-c2cc(NC(=O)c3cccc(C)c3)on2)cc1	8%
49	CCc1noc(Cn2nc(-c3ccccc3)c3ccccc3c2=O)n1	-12%
50	COc1ccc(CN2CCC3(CC2)CC(C)=NO3)cc1	-18%[44.1 µM]

# Going on with the list.
cpd	canonical_smiles	Pf Dd2 inh
51	Cc1cnc(C2CC2)n1C1CCN(C(=O)N(C)C)CC1	i
52	COc1cccc([S+](=O)([O-])N2CCC3(C2)NC(=O)c2ccccc2CO3)c1 (stereo not given)	-30%
53	COc1ccc(Cn2c(C3CCN(C(=O)Cc4cccc(C)c4)CC3)n[nH]c2=O)cc1	-4%
54	COc1ccccc1-c1[nH]nc2ncc(C(=O)NCCc3ccccn3)nc12	-19%[44.1 µM]
55	CC(C)N1CC2CCC(C1)N2Cc1cccc(-c2ccsc2)c1	11µM*
56	CC1(C(=O)O)CCCCC(=O)N1 (stereo not given)	-7%
57	CCOC(=O)Cn1c(=O)n(CC2CCCO2)c2nc(-c3ccccc3)nc(C(N)=O)c21 (stereo not given)	-15%
58	COc1ccc(C(=O)N2CCc3nnc([C@@H]4C[C@@H](O)CN4C)n3CC2)cn1	-2%
59	COc1cccc(CC(=O)NCC2Cn3cccc3C(=O)N2Cc2ccccc2)c1 (stereo not given)	i
60	Cn1c(CCC(=O)N2CC[C@H](CO)[C@H](O)C2)nc2cccnc21	?
61	COCCCNC(=O)N1CCc2nn(C)c(=O)n2CC1	3%
62	CCOC(=O)C1(C/C=C/c2ccccc2)CCCN(C(=O)C2CCOCC2)C1 (stereo not given)	-15%
63	Cc1ccc2c(c1)cc1c(=O)n(CC(=O)N(C)c3ccccc3)nc(C)n12	i
64	CN(C)C1CCN(S(=O)(=O)c2ccc3c(c2)CN(C(=O)c2ccccn2)CC3)C1 (stereo not given)	-19%
65	CCOc1ccc(C(=O)N2CC(=O)Nc3ccc(C)cc3C2c2ccc(F)cc2)cc1OCC (stereo not given)	35%[activator]
66	Cc1nc(-c2ccc(F)cc2)cc([C@H]2CN3CC[C@H]2C[C@@H]3CNC(=O)Nc2cccc(C#N)c2)n1	-13%
67	COc1ccc(OC2CN(CCC(C)C)C2)cc1	-20%[44.1 µM]
68	CCOc1ccccc1NC(=O)Cn1ccn2nc(-c3ccccc3)c(CO)c2c1=O	?
69	O=C(NC1CCc2nn(CC3CC3)c(=O)n2CC1)c1cc2ccccc2[nH]1 (stereo not given)	?
70	CCOc1ccc(CNC(=O)c2ccc3oc(=O)n(Cc4ccccc4)c3c2)cc1	15%
71	CCn1cc(C(=O)N2CCN(c3ccccc3F)CC2)c(=O)c2cc(S(=O)(=O)N(C)C)ccc21	39%[activator]
72	O=C(COc1ccccc1F)Nc1ccc2nc(SCCOc3ccccc3)sc2c1	-4%
73	Cc1ccc(CSc2nc3ccsc3c(=O)n2CCC(C)C)cc1	-23%
74	Cc1ccc(-c2c(C(=O)NCc3ccccc3)oc(=O)c3ccccc23)cc1	i
75	O=C(NC1CCCN(c2cc(-c3ccccc3)[nH]n2)C1)c1ccncc1 (stereo not given)	?
76	COCc1cn(C[C@H]2C[C@@H]3CCN2C[C@@H]3C(=O)NCc2ccco2)nn1	5%[44.1 µM]
77	C[S+](=O)([O-])N1CC2(CCCN(Cc3ccc(Cl)cc3)C2)Cc2ccccc21 (stereo not given)	?
78	COC(=O)C1=C(C)N(C(C)C)C(=O)C1(NC(=O)c1ccccc1OC)C(F)(F)F (stereo not given)	34%[activator]
79	Cc1cnc(C2CC2)n1CCNC(=O)Cn1c(=O)oc2cc(Cl)ccc21	?
80	Cc1nc(N2CCN(C)CC2)ncc1C(=O)N1C[C@@H](C)[C@](O)(C2CC2)C1	-5%
81	COc1ccc2c(c1)OCC(C(=O)NCCS(=O)(=O)N1CCCC1)C2 (stereo not given)	-12%
82	O=C(COc1ccccc1)Nc1ccc([C@@H](O)[C@H]2COCC(=O)N2Cc2ccc(C(F)(F)F)cc2)cc1	?
83	CCN1C(=O)CCC2(C(=O)NC3CCCC3)CCCC=C12 (stereo not given)	-13%
84	O=C(Cc1ccc(F)cc1)N1CCC[C@H]1c1nc(-c2ccccc2Cl)no1	i
85	CCSc1nc2c(c(=O)[nH]c(=O)n2C)n1CC(O)COc1ccc(Cl)cc1 (stereo not given)	i
86	COC1C(=O)N(C2CCN(C(=O)Cc3c[nH]c4ccccc34)CC2)C12CCOCC2 (stereo not given)	-15%
87	CCC(C(=O)Nc1ccc(C)c(Cl)c1)n1c(=O)c(-c2ccccc2NC(C)=O)nc2ccccc21 (stereo not given)	?
88	Cc1cccc(C(=O)N2CCCCCCNC(=O)CC2c2ccccc2)c1 (stereo not given)	i
89	C#CCN(C)CC[C@@H]1CC[C@H](O)[C@@H](C(=O)N(C)Cc2ccccc2)O1	-12%[44.1 µM]
90	Cc1ccc(OCC(=O)N2CCN(Cc3ccc(=O)n(C)c3)CC2)cc1	-5%

# Structural class: the entries above containing bromine
cpd	canonical_smiles	Pf Dd2 inh
2	O=C(COC(=O)c1cc(-c2cccs2)nc2ccccc12)c1ccc(Br)cc1	i
24	Cc1cc(Br)cc(C)c1NC(=O)c1sc2ncn(Cc3cccc(F)c3)c(=O)c2c1C	?
37	COc1ccc2c(c1)-c1nc(NC(=O)c3ccc(OC)c(Br)c3)sc1CC2	?

# Next records:
cpd	canonical_smiles	Pf Dd2 inh
91	C=C(C)C(C)(C)C(=O)N1CCCC(N2CCN(c3ccccc3OC)CC2)C1 (stereo not given)	?
92	N#Cc1ccc(C(=O)N2C[C@@H]3C[C@H](C2)c2c(-c4ccccc4F)ccc(=O)n2C3)cc1	-11%[44.1 µM]
93	CN(C)c1nc2c(c(=O)[nH]1)CCN(Cc1ccsc1)CC2	20%[5.79 µM]
94	CSc1ccc(-c2nc3c([nH]2)CC(C)(C)CNC3=O)cc1	-26%
95	O=C(c1ccc2c(c1)OCO2)N1CCC2(CC1)C(=O)Nc1ccccc12	?
96	O=C(O)c1ccc(C2CCCN(C(=O)CCCn3cncn3)C2)cc1 (stereo not given)	1%
97	Cc1ccccc1-n1cc(-c2ccnc(NC3CCN(C)CC3)n2)cn1	?
98	COc1cc(NS(=O)(=O)c2ccc(NC(=O)COc3ccc(Cl)cc3Cl)cc2)nc(OC)n1	17%
99	O=C(NCc1ccccc1)c1ccccc1OC1CN(Cc2ccc(F)cc2)C1	?
100	Cc1ccc(S(=O)(=O)N[C@H]2CO[C@H]3[C@@H]2OC[C@@H]3n2nnnc2Oc2ccc(-n3ccnc3)cc2)cc1	?
101	COCCn1ccnc1C1CCN(c2cnc3ccccc3n2)CC1	-18%
102	CNC(=O)c1cc2cc(-c3c(C)noc3C)nc(-c3cccnc3)c2o1	i
103	O=C(c1cc(C2CC2)[nH]n1)N(Cc1ccc2c(c1)OCO2)C1CC1	-7%
104	O=c1c2c(n(Cc3cccnc3)n1-c1ccccc1)CN(Cc1ccc(O)cc1)CC2	2%[44.1 µM]
105	N#Cc1ccc(CN2CCC3(C2)C(=O)N(c2ccccc2)c2ccccc23)cc1 (stereo not given)	?
106	CC(C)[C@H]1CN(CCC(=O)O)C[C@@H]1NC(=O)c1ccc(CO)o1	2%
107	O=C1CCCN1CCCN1C(=O)[C@@H]2C[C@@H](O)CN2C2(CN(Cc3c[nH]c4ccccc34)C2)C1=O	1%
108	COCC1CN(C(C)=O)CC12CCN(Cc1cccnc1)CC2 (stereo not given)	16%
109	COc1ccccc1CNc1nc2c(S(=O)(=O)c3ccc(C)c(C)c3)nnn2c2ccc(Cl)cc12	?
110	CCn1c(C2CCCN(Cc3ccccn3)C2)nn(C)c1=O (stereo not given)	5%

# Arranged by count of non-hydrogen atoms (ascending): part of the list above
cpd	canonical_smiles	Pf Dd2 inh
103	O=C(c1cc(C2CC2)[nH]n1)N(Cc1ccc2c(c1)OCO2)C1CC1	-7%
102	CNC(=O)c1cc2cc(-c3c(C)noc3C)nc(-c3cccnc3)c2o1	i
105	N#Cc1ccc(CN2CCC3(C2)C(=O)N(c2ccccc2)c2ccccc23)cc1 (stereo not given)	?
104	O=c1c2c(n(Cc3cccnc3)n1-c1ccccc1)CN(Cc1ccc(O)cc1)CC2	2%[44.1 µM]

# The listing continues.
cpd	canonical_smiles	Pf Dd2 inh
111	COc1ncccc1Nc1cnc2ccc(-c3ccc(F)cc3)nn12	?
112	COc1cccc(NC(=O)N2CCC(CN3CCOCC3)CC2)c1	4%
113	CN1CC(=O)N(C2CCCNC2)Cc2c(NCCc3ccccc3F)ncnc21 (stereo not given)	-2%
114	Cc1ccccc1C(=O)N1CCC2(C1)C(=O)N(C)c1ccccc12 (stereo not given)	?
115	O=C(NC1CCN(C(=O)N2CC3CC(C2)[C@H]2CCCC(=O)N2C3)CC1)c1cnccn1 (stereo not given in full)	20%
116	O=C(c1ccc2c(c1)N(Cc1ccc(Cl)cc1)C(=O)c1ccccc1S2(=O)=O)N1CCN(c2ccccn2)CC1	?
117	CCCS(=O)(=O)N1CC(F)(F)C[C@H]1c1nc(-c2cccnc2)no1	-13%
